Compound activity as filed in PubChem BioAssay.
STAT1 act: activators of IFN-gamma induced STAT1 signaling | 200,000 tested, 2.6% active | NIH 3T3 STAT1-luciferase reporter, luminescence; 100% = IFN-gamma alone, no compound | activation (% of control), % at 5.5 µM;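 active = activation above the screen-wide mean activation plus 3 SD, cut at about 130% in these data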;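 also: raw ratio to IFN-gamma control signal so 100% means no change and 0% no light; values of inactives mirror those of a sister screen read the other way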
G6PDH CS: counter-screen for G6PDH assay hits: L. mesenteroides G6PDH inhibition | inhibition, % at 5 µM | 200,000 tested, 0.12% active | Purified L. mesenteroides G6PDH, diaphorase/resazurin coupled fluorescence, 45 min; in the data active = inhibition above about 50%
TLR4-MyD88 BLA: TLR4-MyD88 interaction inhibition in cells. 200,000 tested, 0.18% active. inhibition, % at 8.4 µM. HeLa CL3-4 TLR4/MyD88 BLA complementation, FRET ratio. O00206+Q99836; in the data active = inhibition above about 25%;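 also: 0% = vehicle and 100% = reference inhibitor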
Target sequence (O00206 whole entry, looked up): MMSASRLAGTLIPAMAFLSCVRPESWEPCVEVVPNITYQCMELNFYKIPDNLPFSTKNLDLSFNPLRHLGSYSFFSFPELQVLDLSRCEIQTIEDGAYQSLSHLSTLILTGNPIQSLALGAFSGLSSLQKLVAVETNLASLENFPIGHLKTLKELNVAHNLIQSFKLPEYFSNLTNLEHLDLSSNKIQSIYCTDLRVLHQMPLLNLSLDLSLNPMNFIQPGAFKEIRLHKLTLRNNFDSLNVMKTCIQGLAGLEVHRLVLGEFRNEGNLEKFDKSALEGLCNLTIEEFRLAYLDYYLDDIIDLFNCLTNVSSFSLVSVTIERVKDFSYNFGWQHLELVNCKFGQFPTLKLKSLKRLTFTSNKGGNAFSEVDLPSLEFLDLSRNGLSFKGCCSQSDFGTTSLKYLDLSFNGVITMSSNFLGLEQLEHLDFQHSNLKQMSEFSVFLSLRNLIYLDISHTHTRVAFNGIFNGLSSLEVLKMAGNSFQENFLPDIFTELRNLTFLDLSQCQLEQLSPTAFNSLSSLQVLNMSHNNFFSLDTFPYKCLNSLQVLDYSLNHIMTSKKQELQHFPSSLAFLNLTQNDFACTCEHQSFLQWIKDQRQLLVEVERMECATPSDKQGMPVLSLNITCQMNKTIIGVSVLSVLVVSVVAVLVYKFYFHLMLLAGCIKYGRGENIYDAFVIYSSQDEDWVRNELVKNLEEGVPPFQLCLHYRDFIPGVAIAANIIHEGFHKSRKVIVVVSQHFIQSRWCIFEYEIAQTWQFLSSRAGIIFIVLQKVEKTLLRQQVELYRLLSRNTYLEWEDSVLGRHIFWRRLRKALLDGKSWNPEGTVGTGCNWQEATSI
Target sequence (Q99836 whole entry, looked up): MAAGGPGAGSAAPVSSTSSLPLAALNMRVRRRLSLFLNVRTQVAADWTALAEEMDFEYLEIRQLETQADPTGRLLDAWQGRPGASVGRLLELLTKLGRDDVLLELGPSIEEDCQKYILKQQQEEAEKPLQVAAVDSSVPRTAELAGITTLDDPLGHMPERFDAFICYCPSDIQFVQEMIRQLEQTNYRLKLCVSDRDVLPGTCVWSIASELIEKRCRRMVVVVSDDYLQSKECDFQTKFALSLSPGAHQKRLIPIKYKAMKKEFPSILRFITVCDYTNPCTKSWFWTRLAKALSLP
FLuc stim CS: affects firefly luciferase, flagging false hits in luciferase stimulation screens; P08659; ATPlite luciferase biochemical, luminescence, 10 min; 0 = ATP-free wells, 1 = DMSO control; activation factor at 10 µM; 200,000 tested, under 10 active;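 active = luciferase activation factor, scaled between plate controls, of at least 2 with compound at 10 µM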
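assay system = Luciferase/luciferin detection reagent, cell-free biochemical luciferase assay | also added = ATP substrate | times = 10 min post-reagent at room temperature | measured by = luminescence from luciferase reaction | measure = luciferase activation, seen as luminescence increase over controls | benchmarks = low control with PBS replacing ATP, high control enzyme plus ATP without compound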
FLuc inhib CS: inhibits firefly luciferase, flagging false hits in luciferase inhibition screens. P08659. ATPLite firefly luciferase biochemical luminescence, 10 min. inhibition, % at 10 µM. 200,000 tested, 1.5% active. AID 1006;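 active = inhibition above about 50% when tested at 10 µM, limit read from the data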
APP 5'UTR act: activates APP 5'UTR luciferase reporter; AID 1276; 190,000 tested, 1% active; SH-SY5Y APP 5'UTR luciferase reporter, luminescence; zero percent = DMSO vehicle wells; activation, % at 2 µM;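 active = activation above a set limit, based on mean plus 3 SD of controls, cut at about 140% in these data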; also: values of inactives mirror those of a sister screen read the other way
APP 5UTR inh: APP translation inhibition. SH-SY5Y APP 5'UTR-luciferase reporter, luminescence. inhibition, % at 2 µM. 190,000 tested, 0.82% active;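 active = inhibition above a set limit, derived from the sample mean plus 3 SD, cut at about 45% in these data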; also: values of inactives mirror those of a sister screen read the other way
Diaphorase act: activates diaphorase or chemically reduces, flagging diaphorase assay artifacts | Diaphorase/resazurin coupled assay, resorufin fluorescence, 16 min; active compounds read high; 1 = vehicle wells, 0 = NADH-free wells | activation factor at 20 µM | 190,000 tested, 0.005% active | AID 1229;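 active = diaphorase activity raised at least twofold by the compound at 20 µM; inactive = activation factor below 2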
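Material: Purified diaphorase enzyme from Clostridium kluyveri | Buffer or medium: 50 mM HEPES pH 7.4 with 4.542 mM MgCl2, 0.005% Tween 20 | Times: 16 min enzyme reaction, ambient temperature | Signal: Red resorufin fluorescence at 544/590 nm excitation/emission | Measure: Increased resorufin signal from activators or reducing compounds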
Diaph inh CS: inhibits diaphorase or chemically oxidizes, flagging diaphorase assay artifacts. AID 1217. 190,000 tested, 0.69% active. inhibition, % at 20 µM. diaphorase resazurin-to-resorufin fluorescence, NADH, 16 min; bacterial (C. kluyveri) enzyme, not human;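 active = primary screen inhibition at 20 µM above a set limit, cut at about 50% in these data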;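 also: plate controls were DMSO with full reaction for no effect and wells lacking NADH for full effect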
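Assay system – diaphorase enzyme from Clostridium kluyveri · Amount – diaphorase 0.14 U/mL (working solution) · Times – reaction incubation of 16 min at room temperature · Controls – No-NADH positive control and DMSO neutral control · Signal – resorufin fluorescence 544/590 nm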
NF-kB neuron act: NF-kB expression increase, human neuronal cells; NF-kB reporter expression; active compounds read high; fold change at 12.5 µM; 190,000 tested, 1.6% active; in the data active = fold change above about 3.3
* marks the source's active call; other numbers are inactive results; . = not tested or not shown. No enrichment for hits; 5.6% or so of the library scored in one or more.

SMILES | STAT1 act | G6PDH CS | TLR4-MyD88 BLA | FLuc stim CS | FLuc inhib CS | APP 5'UTR act | APP 5UTR inh | Diaphorase act | Diaph inh CS | NF-kB neuron act
OCCC1CN(Cc2ccccc2OC2CCCC2)CCN1Cc1ccsc1 (stereo unspecified) | 100 | 9 | 4 | 1.1 | -6 | -18 | 18 | 0.7 | 27 | 1.1
Cc1c(C)n(CCC(=O)O)c2ccccc12 | 92 | 13 | -7 | 1 | -4 | -1 | 1 | 0.9 | 7 | 1.1
Cc1ccccc1Nc1c(N)c(=O)oc2ccccc12 | 93 | -6 | -6 | 1 | 0 | 2 | -2 | 0.9 | 10 | 1.4
Cc1c(C(=O)NC(C)c2ccncc2)oc2ccccc12 (stereo unspecified) | 91 | -8 | 2 | 1 | -1 | -9 | 9 | 0.9 | 14 | 0.89
CC(C)Cc1nc(N2CCN(C(=O)c3ccccc3)CC2)c(C#N)c2c1CCC2 | 89 | 0 | -13 | 1 | -3 | -9 | 9 | 0.9 | 11 | 0.8
CCOC(=O)Cn1nc(C)c([N+](=O)[O-])c1C | 108 | 34 | 4 | 1 | -4 | 6 | -6 | 1 | 0 | 1.1
c1csc(-c2cn3c(n2)SCC3)c1 | 108 | 14 | 7 | 0.9 | 8 | 5 | -5 | 1 | 2 | 1.1
CCCCN(C)C(=O)c1nc2ccccn2c1CN1CCN(c2ncccn2)CC1 | 103 | -1 | -4 | 1 | -1 | 6 | -6 | 0.8 | 16 | 0.83
CC(C)OC(=O)c1cccnc1SCC(=O)N(C)c1ccccc1 | 95 | 16 | 6 | 1.1 | -8 | -18 | 18 | 0.9 | 11 | 0.99
COc1ccc(OC(C)c2ccc(C#N)c(=O)[nH]2)cc1 (stereo unspecified) | 100 | 8 | -6 | 1.1 | -6 | -15 | 15 | 0.9 | 9 | 1.3
CCOC(=O)C1/C(=N\O)CC(C)(O)C(C(=O)OCC)C1c1ccc(OC)c(OC)c1 (stereo unspecified) | 102 | 2 | -7 | 1 | 0 | 1 | -1 | 0.9 | 10 | 1.1
O=C(Nc1ccc(Cl)cn1)c1ccc2ccccc2n1 | 112 | 3 | -7 | 0.8 | 24 | 10 | -10 | 0.9 | 10 | 3.2
Cc1cc(-c2ccccc2)[nH]c(=O)c1S(=O)(=O)c1ccccc1 | 101 | 1 | 7 | 1 | 0 | -2 | 2 | 0.9 | 11 | 1.2
O=c1c(=Nc2ccccc2O)c(=O)c2ccccc12 | 103 | 12 | -16 | 1 | -4 | 19 | -19 | 0.7 | 25 | 3.1
Cc1cc(Cl)c(S(=O)(=O)N2CCSCC2)cc1OCC(=O)NC1CCCCC1 | 97 | 9 | 6 | 1 | -1 | -20 | 20 | 0.8 | 18 | 0.72
CC(=O)N1CCN(S(=O)(=O)c2cccc(C(=O)Nc3ccccc3N3CCOCC3)c2)CC1 | 96 | 2 | -9 | 1 | -3 | 13 | -13 | 1.2 | -17 | 1.4
CCOc1ccc(NC(=O)COC(=O)c2ccc3c(c2)C(=O)N(CCc2ccccc2)C3=O)cc1 | 102 | 10 | -10 | 1.1 | -7 | -11 | 11 | 0.8 | 16 | 1.5
CCOc1c2ccoc2nc2c(OC)c(OC)ccc12 | 98 | 3 | -10 | 0.6 | 37 | -8 | 8 | 0.8 | 15 | 1.5
O=S(=O)(c1ccc(Cl)cc1)n1ccc2cccnc21 | 96 | -1 | -3 | 1 | -2 | 23 | -23 | 1 | 4 | 1.1
OC(COCc1cccs1)CN1CCN(c2ccccc2Cl)CC1 (stereo unspecified) | 108 | 11 | 7 | 1 | -5 | 19 | -18 | 0.8 | 18 | 0.67
Cc1ccc(C(=O)O)c(C(=O)Nc2nc(C)cs2)c1 | 98 | -4 | -6 | 1 | -4 | 14 | -14 | 0.9 | 10 | 0.98
Cc1nnc(NC(=O)c2cccc(F)c2)s1 | 107 | 6 | 4 | 1 | 1 | -3 | 3 | 1 | 2 | 1.4
O=C(Nc1ccccc1)/C(=C1\CCCN1)[N+](=O)[O-] | 112 | 10 | 2 | 1.1 | -8 | 4 | -4 | 1 | 4 | 1.8
CCn1c(=S)sc2nc(C)sc21 | 100 | . | 6 | . | . | -1 | 1 | . | . | .
O=C1CC(c2ccc(Cl)cc2)SC(N(c2ccccc2)c2ccccc2)=N1 (stereo unspecified) | 86 | 0 | -10 | 1 | -1 | 0 | 0 | 0.8 | 17 | 0.92
Cc1ccc(C)c(NC(=S)N(Cc2cccc(Br)c2)CC2CCC(C(=O)O)CC2)c1 (stereo unspecified) | 105 | 6 | -10 | 1 | -2 | 22 | -22 | 0.9 | 11 | 1.2
COc1ccc(OC)c(/C=C/C(=O)N2C(=O)c3cccc(N)c3C2=O)c1 | 88 | -1 | 17 | 1 | -2 | -39 | 39 | 0.8 | 18 | 1.1
CC(C)(C)/C(O)=C(/C#N)c1nc2ccccc2[nH]1 | 96 | -2 | -5 | 1 | 1 | -7 | 7 | 1.1 | -6 | 0.59
Cn1nnnc1SCCNCc1ccncc1 | 100 | -2 | -1 | 1.1 | -9 | -9 | 9 | 0.9 | 12 | 1.2
CCCOc1ccc(-c2c(C(=O)N/N=C/c3ccc(OC)cc3)nnn2-c2nonc2N)cc1 | 104 | -1 | -3 | 1 | -1 | -6 | 6 | 0.8 | 16 | 0.73

Profiles as entered above:
O=C(Nc1ccccc1)/C(=C1\CCCN1)[N+](=O)[O-] across the screens: STAT1 act: 112; G6PDH CS: 10; TLR4-MyD88 BLA: 2; FLuc stim CS: 1.1; FLuc inhib CS: -8; APP 5'UTR act: 4; APP 5UTR inh: -4; Diaphorase act: 1; Diaph inh CS: 4; NF-kB neuron act: 1.8
O=C1CC(c2ccc(Cl)cc2)SC(N(c2ccccc2)c2ccccc2)=N1 (stereo unspecified) across the screens: STAT1 act: 86; G6PDH CS: 0; TLR4-MyD88 BLA: -10; FLuc stim CS: 1; FLuc inhib CS: -1; APP 5'UTR act: 0; APP 5UTR inh: 0; Diaphorase act: 0.8; Diaph inh CS: 17; NF-kB neuron act: 0.92

(more compounds)
SMILES | STAT1 act | G6PDH CS | TLR4-MyD88 BLA | FLuc stim CS | FLuc inhib CS | APP 5'UTR act | APP 5UTR inh | Diaphorase act | Diaph inh CS | NF-kB neuron act
COC(=O)Nc1ccc(S(=O)(=O)N2CCCC(C(=O)N3CCCCCC3)C2)cc1 (stereo unspecified) | 92 | 6 | -7 | 1.1 | -10 | -2 | 2 | 1 | -4 | 1.1
S=C(NC1CCCCC1)N1CCN(Cc2ccccc2Cl)CC1 | 99 | 14 | -7 | 1 | -3 | 11 | -11 | 0.8 | 21 | 0.83
Cc1cc2nnc(SCC(=O)N3CCN(c4ccccc4)CC3)n2c(N)n1 | 99 | 10 | -10 | 1.1 | -6 | 1 | -1 | 0.9 | 8 | 1.1
O=C(COC(=O)CCC(NC(=O)OCc1ccccc1)C(=O)OCC(=O)Nc1ccccc1)Nc1ccccc1 (stereo unspecified) | 99 | 5 | 12 | 1.1 | -8 | -14 | 14 | 0.9 | 13 | 0.98
COc1ccc(C(=O)NNC(=O)Cc2ccc(-c3ccccc3)cc2)cc1OC | 97 | -2 | 5 | 1 | 1 | -7 | 7 | 1.1 | -6 | 1.1
CCCCNC(=O)CO/N=C(\C)c1cc2ccccc2o1 | 94 | 7 | 20 | 0.9 | 12 | -2 | 2 | 1 | -3 | 1.1
Cc1cccc(-n2c(C)n[nH]c2=S)c1C | 100 | 1 | -9 | 1 | -1 | -8 | 8 | 1 | -1 | 0.93
CCOC(=O)c1ccc(Nc2nc(-c3cccnc3)nc3ccccc23)cc1 | 95 | 6 | -13 | 1.1 | -10 | -17 | 17 | 1 | -1 | 0.39
Cc1csc(NC(=O)CSc2nnc(NC(=O)COc3ccccc3)s2)n1 | 104 | 2 | 5 | 1 | -3 | 11 | -11 | 1 | 2 | 0.99
COc1cccc(C(c2nnnn2C(C)(C)C)N2CCN(C3CCCCC3)CC2)c1OC (stereo unspecified) | 93 | 15 | -5 | 1.1 | -9 | 1 | -1 | 0.8 | 17 | 1.1
N#Cc1ccc(COC(=O)c2ccc3c(=O)[nH]c(CN4CCOCC4)nc3c2)cc1 | 101 | -3 | 6 | 1.1 | -9 | 1 | -1 | 0.9 | 6 | 1.4
CCCC1(C(=O)OC)NC(c2ccco2)C2C(=O)N(c3ccc(C)cc3)C(=O)C21 (stereo unspecified) | 96 | 2 | -9 | 1.1 | -6 | -4 | 4 | 0.8 | 15 | 1
O=C(Cn1cnc2c(nnn2Cc2ccc(F)cc2)c1=O)NCC1CCCO1 (stereo unspecified) | 104 | 1 | -3 | 1 | -2 | 10 | -10 | 1 | -1 | 1
O=C(Nc1ccc2c(c1)OCCO2)c1ccc(CN2CCOCC2)cc1 | 119 | 3 | -3 | 0.7 | 28 | 30 | -30 | 0.9 | 12 | 1.9
CCC1CCCCN1S(=O)(=O)Cc1ccccc1Cl (stereo unspecified) | 103 | 2 | -5 | 1.1 | -5 | 26 | -26 | 0.9 | 10 | 0.69
Cn1ncc([N+](=O)[O-])c1C(=O)Nc1ccc(-c2nc3ccccc3[nH]2)cc1 | 118 | -40 | 7 | 1 | 5 | 59 | -59 | 0.9 | 13 | 1.1
O=C(c1cc2c(ccc3ccccc32)oc1=O)N1CCN(CCO)CC1 | 100 | 0 | 3 | 1 | 0 | -5 | 5 | 1 | -2 | 1.1
O=C(NCCCN1CCOCC1)c1ccc(CSCc2cccc(Cl)c2)o1 | 97 | 8 | 7 | 1 | -4 | 14 | -14 | 1.2 | -22 | 1.4
COc1cc(CNCCN(C)C)ccc1OCc1c(F)cccc1Cl | 97 | 9 | 2 | 1.1 | -5 | -1 | 1 | 1 | 4 | 1.1
COc1ccc(NC(=O)CSc2nc3[nH]ncc3c(=O)n2-c2ccccc2OC)cc1OC | 101 | -7 | -7 | 1 | -1 | 4 | -4 | 0.9 | 11 | 1.2
CC(C)/C=C1\CCCCC1N(C)C(=O)NC(C)C (stereo unspecified) | 98 | 3 | 8 | 1.1 | -9 | 7 | -7 | 0.9 | 8 | 1.7
CCCC(=O)NC(c1ccco1)c1cc([N+](=O)[O-])c2cccnc2c1O (stereo unspecified) | 93 | 56* | 8 | 1 | 0 | 7 | -7 | 0.6 | 38 | 0.94
CCOC(=O)c1c(NC(=O)CN2C(=O)NC3(CCCCC3C)C2=O)sc(C)c1C (stereo unspecified) | 98 | -4 | -8 | 1 | -4 | -11 | 11 | 0.9 | 15 | 1.1
O=C(OCC(=O)N1CCOCC1)c1c(Cl)ccc(Cl)c1Cl | 103 | 1 | -5 | 0.9 | 6 | -11 | 11 | 1 | 3 | 1.1
Cc1c(Cl)cccc1NC(=O)Nc1ccc(C(=O)N2CCCC2)cc1 | 98 | -8 | -12 | 0.5 | 49 | 37 | -38 | 0.8 | 16 | 1.2
O=C(CSc1nnnn1Cc1ccccc1)Nc1ccc2c(c1)OCCO2 | 100 | 9 | 6 | 1 | -1 | 5 | -5 | 0.8 | 21 | 1.1
CC(=O)N1NC(=Nc2ccccc2)SC1(C)C | 85 | -2 | -18 | 1 | 0 | -20 | 20 | 0.8 | 17 | 0.69
